# Screening results from PubChem BioAssay.
# MPTP block – mitochondrial permeability transition pore inhibitors, primary screen, biochemical, isolated mouse mitochondria, absorbance | Ca2+ swelling absorbance, 30 min | inhibition, % at 10 µM | 1.4% of 360,000 active | AID 602449, 2012;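 active = inhibition of 50% or more, scaled per plate between neutral and stimulator controls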;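 also: 0% = DMSO wells given calcium and 100% = 1 mM EGTA wells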
# An asterisk follows results filed as active.
SMILES,MPTP block
COC(=O)[C@H](CC(C)C)NS(=O)(=O)c1ccc(F)cc1Br,5.2
COc1ccccc1Cc1c(-c2ccco2)nc2ccc(C)cn12,-1.3
CN(C)c1cccc(-c2cc(Nc3ccc(C(C)(C)C)cc3)ncn2)c1,0.0
Cn1c(/N=C(\N)c2ccccc2)nc2ccccc21,2.3
O=C1NC(Cc2ccc(O)cc2)c2nc3ccc(Cl)cc3c(=O)n2-c2cc3ccccc3cc21 (configuration not stated),0.3
O=C1NC[C@H](Cc2ccccc2)N(C[C@H]2CCCN2C[C@H](Cc2ccccc2)N2C[C@H](Cc3ccc(O)cc3)N(CC3CCCCCC3)C(=O)C2=O)C1=O,1.2
COC(=O)C[C@H]1C=C[C@@H](NC(=O)NC2CCCCC2)[C@@H](CO)O1,0.1
CCN(CC(=O)NC(C)(C)C)C(=O)c1cccc(S(=O)(=O)N2CC3(C)CC2CC(C)(C)C3)c1 (configuration not stated),-0.3
CCCCC[C@@H](C)N1C[C@H](COCc2ccccc2)Oc2cc(N3CCC[C@@H]3COC)ccc2S1(=O)=O,2.8
CC1C(=O)N(Cc2cn(Cc3ccco3)nn2)CCS(=O)(=O)N1Cc1ccc(-c2ccccc2Cl)cc1 (configuration not stated),-2.1
CCOC(=O)c1cnn2c(SC)ncnc12,-0.6
Cn1c(=O)c2cc(NC(=O)NCc3ccc(Cl)cc3Cl)ccc2n1Cc1ccc(F)cc1,10
OCc1cccc(-c2csc(C(O)(c3ccccc3)C(F)(F)F)n2)c1 (configuration not stated),3.0
Nc1ncnc2c1ncn2[C@@H]1O[C@H](CNC(=O)OC[C@@H](N)Cc2ccccc2)[C@@H](O)[C@H]1O,-1.3
COc1cc(/C=N/NC(=O)c2ccc3nc[nH]c3c2)cc(OC)c1OC(C)=O,0.0
C[C@H](CO)N1C[C@H](C)[C@H](CN(C)C(=O)Nc2ccccc2F)OCc2cnnn2CCCC1=O,0.2
COc1ccc(CNC(=O)c2cn(Cc3ccc(OC(C)=O)cc3)c(=O)s2)cc1,1.3
COCCN1C(=O)c2ccccc2C1c1nnnn1C(C)C (configuration not stated),0.7
CCOC(=O)C1=CCC(c2ccc(C#N)cc2)N(S(=O)(=O)c2ccc(C)cc2)C1 (configuration not stated),0.1
COc1ccc(C(C)C)cc1-c1cc(C(=O)NCc2cccc(C(F)(F)F)c2)[nH]n1,1.8
COc1ccc(CN2CCN(C(=O)c3ccccc3C(=O)c3ccccc3)CC2)cc1F,-0.2
C[C@H](NC(=O)c1ncn2c1c(=O)[nH]c1ccccc12)c1ccccc1,-0.3
COc1ccc(OC)c(N(CCN2C(=O)c3ccccc3C2=O)C(=O)CCl)c1,0.0
CN1CCC(OC2c3ccccc3CCc3ccccc32)CC1,0.1
COc1ccccc1N=NNc1ccccc1OC,-0.5
# Next records:
SMILES,MPTP block
CC1(C(=O)NCc2ccccc2)CCC(=O)N1C1CCN(Cc2ccccc2)CC1 (configuration not stated),0.1
Cc1cccc(C)c1NC(=O)c1ccc(-c2cc(F)ccc2F)o1,-1.5
CC(C)[C@H](NC(=O)c1ccc(Cl)cc1)C(=O)Nc1cccc(S(=O)(=O)N2CCOCC2)c1,1.0
O=C(N[C@H]1C=C[C@H](CC(=O)N2CCCCC2)O[C@@H]1CO)c1cccc(F)c1,-0.9
CN1OC[C@@H]2CN(C(=S)Nc3ccc(C#N)cc3)[C@H](c3ccc(N4CCCCC4)cc3)C[C@@H]21,3.6
CC(C)n1c(=O)c2ccccc2n1Cc1cn(CCc2c[nH]c3ccccc23)nn1,-2.9
COC(=O)[C@]12CCCCC=C1N(Cc1ccc3c(c1)OCO3)C(=O)[C@H](CC(=O)NCCCCc1ccccc1)C2,-1.9
COc1ccc(-c2c(-c3ccsc3)oc3c2C(O)CCC3)cn1 (configuration not stated),-1.0
CC1CCCN(CC(=O)Nc2ccc(S(=O)(=O)N3C(C)CCCC3C)cc2)C1 (configuration not stated),0.0
CCNC(=O)C1(C)CCCN(Cc2cc(-c3ccccc3)n(C)n2)C1 (configuration not stated),-1.3
CCc1ccc(NC(=O)c2cc(S(=O)(=O)N3CCCC3)ccc2F)cc1,-0.6
CN(Cc1ccccc1)C(=O)c1csc([C@@H]2C[C@H](O)[C@@H](CO)O2)n1,-0.7
COc1cc(F)ccc1-c1csc(C(O)c2ccc(F)c(F)c2)n1 (configuration not stated),1.6
CC(=O)NCC1(c2ccccc2)CCN(CCCC(=O)c2ccc(F)cc2)CC1,-0.4
Cc1ccc2c(CN(Cc3ccccc3)Cc3ccccc3)cc(=O)oc2c1,0.9
COC(=O)c1ccc(COC(=O)C2CCN(S(=O)(=O)c3c(C)cc(C)cc3C)CC2)o1,0.9
Cc1ccc(S(=O)(=O)Nc2ccc3c(c2)C(=O)N([C@H](C)CO)C[C@H](C)[C@H](CN(C)C(=O)Nc2cccc4ccccc24)OCCCC[C@@H](C)O3)cc1,-0.2
CC1C(=O)N(Cc2cn(CC3CCCCC3)nn2)CCS(=O)(=O)N1Cc1ccc(-c2ccncc2)cc1 (configuration not stated),-1.2
O=C1c2cccc3cccc(c23)C(=O)N1CCO,-2.2
COc1ccc(C=C2SC(=S)N(CCCN3CCOCC3)C2=O)c(OC)c1,4.1
C#Cc1ccc(NC(=O)C2(C)CCN2C(=O)Cc2ccc(C(C)C)cc2)cc1 (configuration not stated),1.8
O=C(c1ccc2c(c1)CCC2)N1CCN(Cc2ccccc2)CC1,0.9
COc1cc(OC)cc(-c2noc([C@@H]3O[C@H](CO)[C@@H](O)[C@H]3O)n2)c1,-2.0
CC12CCC3C(CCC4CC(O)CCC43C)C1CC(=O)C2 (configuration not stated),0.0
CC1CCCCN1CCNC(=O)c1ccc2c(c1)N(Cc1cccc(Cl)c1)C(=O)c1ccccc1S2(=O)=O (configuration not stated),0.0
# Next section.
SMILES,MPTP block
Cc1cc2c(cc1C)-n1nnnc1C(N1CCCNCC1)C(=O)N2 (configuration not stated),-0.6
COc1ccc(N2CCN(C(=O)COC(=O)CC(NC(N)=O)c3ccc(Cl)cc3)CC2)cc1 (configuration not stated),-0.8
Cc1cc(N(C)C)cc(C)c1N=Nc1cc[n+]([O-])cc1,6.1
O=C(CSc1nc2ccccc2c(=O)n1-c1ccc(F)cc1F)NC1CC1,-0.8
CCOC(=O)[C@]12CCC=C1N(Cc1ccc3c(c1)OCO3)C(=O)[C@H](CC(=O)NCCCN1CCCC1=O)C2,-2.2
Cc1cccc(NC(=O)c2cc([N+](=O)[O-])ccc2N2CCOCC2)c1C,-0.3
COC(=O)[C@@]1(Cc2ccc(F)cc2)[C@H]2c3cc(C(=O)N(C)C)n(Cc4cc(C)n(C)n4)c3C[C@H]2CN1C(=O)c1ccccc1,-2.3
COC(=O)N(C)C[C@@H]1OCc2ccccc2-c2c(n(C)c3ccccc23)C(=O)N([C@H](C)CO)C[C@@H]1C,0.5
O=S1(=O)C[C@@H](N2CCCC2)[C@H](COCc2ccccc2)N1,0.6
COC(=O)c1csc(C2OC(CO)C(O)C2O)n1 (configuration not stated),-1.5
C#CCNC(=O)C[C@@H]1C[C@@]2(C(=O)OC)CC(C)(C)CC=C2N(CCCCCCCC)C1=O,4.2
CC(=O)NCCNc1nc(NCC2CC2)nc2cc(-c3ccccc3)sc12,0.3
NC(=O)C1CCCN(C(=O)c2[nH]c(C(F)(F)F)nc2-c2ccccc2)C1 (configuration not stated),-2.4
Cc1ccc2cccc(OC(=O)c3c(F)cccc3Cl)c2n1,-2.2
COC(=O)C[C@@H]1OC[C@H](C)N1S(=O)(=O)c1ccc(C)cc1,1.3
CC(C)=CC(=O)N1CCC(Oc2cccc(C(=O)NCc3ccccn3)c2)CC1,-0.9
CCN(CCn1cccn1)C(=O)c1ccc(OC2CCN(C(=O)CCOC)CC2)cc1,3.0
Cc1cc(C(=O)N2CCc3ccccc32)ccc1[N+](=O)[O-],-1.5
CC(=O)N1CCOC12CCN(Cc1ccccc1)CC2,-1.7
CCCCN1C(=O)C(CC(=O)NCc2cccc3ccccc23)CC(C(=O)N(C)C)=C1C (configuration not stated),0.6
COc1cc(C(C)=O)ccc1OCC(=O)Nc1ccc(S(=O)(=O)N2CCCCC2)cc1,-0.9
CCC1NC(=O)c2cc3ccccc3cc2-n2c1nc1cc(OC)c(OC)cc1c2=O (configuration not stated),0.1
O=C(c1cnc(Cc2c[nH]c3ccccc23)c(I)c1)N1CCCCC1,-0.1
O=C(Nc1nnc(-c2ccco2)o1)c1ccc(S(=O)(=O)N2CCCCC2)cc1,0.5
CC1(Cc2ccccc2C#N)C(=O)Nc2cc(-c3ccccc3Cl)ccc21 (configuration not stated),1.6
# Next compounds follow:
SMILES,MPTP block
CC(C)(C)NC1=NCCNC(c2ccccc2)=C1,0.5
CCC(C)[C@H]1CNC(=O)C(=O)N1CCc1cccc2ccccc12 (some centres not stated),-0.1
COc1ccc(C=C2CCc3ccccc3C2=O)cc1,1.6
NC(=O)c1ccsc1NC(=O)COC(=O)CCc1ccccc1,-0.3
CN(C)CCN1CCN(C2CN(C3CCCCC3)S(=O)(=O)C2)CC1 (configuration not stated),-0.3
COc1ccccc1OCC(=O)Nc1ccc(C(=O)Nc2ccccc2C(=O)O)cc1,-0.4
COc1ccccc1CNCc1ccc2c(c1)OCO2,0.5
Cc1ccc(-c2nc3c(Cl)cc(C(F)(F)F)cn3c2Cc2ccccc2)cc1,1.8
COc1cc(C(O)c2nc(-c3cccc(C(C)C)c3)cs2)ccc1F (configuration not stated),4.4
Cc1cc2nc(NC(=O)C3(C)CCN(C)C3)[nH]c2cc1C (configuration not stated),-0.2
OC[C@@H]1CN(CCN2CCOCC2)C[C@H](n2cnc3c(NCc4ccc(F)cc4)ncnc32)O1,-0.8
Cc1cccnc1C(NC(=O)C1CCN(CCOc2ccc(F)cc2)CC1)c1ccc(Cl)cc1 (configuration not stated),1.6
Cc1cccc(C(O)c2ncc(-c3ccccc3)[nH]2)c1C (configuration not stated),-1.8
COc1ccccc1N(C)c1cc2c(c3c1ccn3C)C1CCC2O1 (configuration not stated),-0.5
COc1ccc2cc([C@H](C)C(=O)OCc3cn(CC(=O)c4ccc(O)cc4)nn3)ccc2c1,-0.8
COC(=O)C[C@H]1C=C[C@@H](NC(=O)C2CC2)[C@@H](CO)O1,12
O=C1CC(c2ccccc2)CC2=C1C1(CCCC1)N=C(Nc1nc3ccccc3o1)N2 (configuration not stated),2.8
CCc1cc(C(=O)Nc2cc(S(=O)(=O)N3CCCCC3)ccc2N2CCN(C)CC2)sc1C,0.5
O=C(NCc1cccnc1)c1ccc(-c2ccc(F)c(F)c2)c2ccoc12,92*
Cc1cc(C(=O)OC(C)C(=O)NC2CCCCC2C)c2ccccc2n1 (configuration not stated),-0.3
O=C(Nc1ccc(OCc2ccccc2)cc1)Nc1nnc([C@H]2C[C@H](O)[C@@H](CO)O2)s1,-0.1
C[C@H]1CN([C@@H](C)CO)C(=O)CCCn2cc(nn2)CO[C@@H]1CN(C)S(=O)(=O)c1ccc(-c2ccccc2)cc1,-2.5
CCCn1c(=S)[nH]c2cc(C(=O)N3CCN(c4ccc(F)cc4)CC3)ccc2c1=O,0.2
Cc1ccc(S(=O)(=O)NCc2ccccc2Br)cc1,1.8
Nc1ccn([C@@H]2O[C@H](C(=O)NCCCN3CCCC3=O)[C@@H](O)[C@H]2O)c(=O)n1,-1.4

# Arranged by molecular weight (descending): some entries from above
SMILES,MPTP block
CCc1cc(C(=O)Nc2cc(S(=O)(=O)N3CCCCC3)ccc2N2CCN(C)CC2)sc1C,0.5
OC[C@@H]1CN(CCN2CCOCC2)C[C@H](n2cnc3c(NCc4ccc(F)cc4)ncnc32)O1,-0.8
Cc1cc(C(=O)OC(C)C(=O)NC2CCCCC2C)c2ccccc2n1 (configuration not stated),-0.3
Cc1cc2nc(NC(=O)C3(C)CCN(C)C3)[nH]c2cc1C (configuration not stated),-0.2

# Six neighbouring records from above, quoted:
SMILES,MPTP block
Cc1cc(C(=O)OC(C)C(=O)NC2CCCCC2C)c2ccccc2n1 (configuration not stated),-0.3
O=C(Nc1ccc(OCc2ccccc2)cc1)Nc1nnc([C@H]2C[C@H](O)[C@@H](CO)O2)s1,-0.1
C[C@H]1CN([C@@H](C)CO)C(=O)CCCn2cc(nn2)CO[C@@H]1CN(C)S(=O)(=O)c1ccc(-c2ccccc2)cc1,-2.5
CCCn1c(=S)[nH]c2cc(C(=O)N3CCN(c4ccc(F)cc4)CC3)ccc2c1=O,0.2
Cc1ccc(S(=O)(=O)NCc2ccccc2Br)cc1,1.8
Nc1ccn([C@@H]2O[C@H](C(=O)NCCCN3CCCC3=O)[C@@H](O)[C@H]2O)c(=O)n1,-1.4

# The results go on.
SMILES,MPTP block
OCC[C@@H]1C[C@H](O)[C@@H](O)[C@@]2(OCc3cc(C(F)(F)F)ccc32)O1,-0.3
O=S(=O)(Nc1ccccc1N1CCCC1)c1ccccc1C(F)(F)F,1.6
CC(C)CNC(=O)C1C(=O)Nc2ccccc2C(=O)N1C1CCCCC1 (configuration not stated),-2.1
O=C1CCCN1c1ccc([N+](=O)[O-])cc1,0.5
COc1ccc(-c2coc3c(C(=O)N4CCN(C)CC4)cccc23)c(C)c1,0.0
O=C(Oc1ccc[nH]c1=O)C1CC1,-2.2
CC(=O)Nc1cc(-c2cccc(F)c2)cn2c(-c3ccc(F)c(Cl)c3)cnc12,-0.8
CCOC(=O)C1(C)CCCN(C(=O)c2cc(OC)c(OC)c(OC)c2)C1 (configuration not stated),-0.1
NC(c1ccc(F)c(F)c1)c1nc(-c2cc(F)cc(F)c2)cs1 (configuration not stated),-0.5
CNC[C@@H]1Oc2cc(Br)ccc2S(=O)(=O)N([C@H](C)CO)C[C@@H]1C,-0.5
c1ccc(OCCNc2ccn3nc(-c4ccco4)cc3n2)cc1,-1.5
COC(=O)[C@]12CCCCC=C1N(CCc1ccc(OC)c(OC)c1)C(=O)[C@H](CC(=O)NCC1CCCCC1)C2,-0.9
CCOC(=O)C1=CCN(S(=O)(=O)c2ccccc2Cl)C1c1ccc(C)cc1 (configuration not stated),-0.2
CC1(C(=O)Nc2ccc3c(c2)OCO3)CCN1Cc1ccccc1OC(F)F (configuration not stated),0.9
COc1cc(-c2cc(NC(C)=O)c3ncc(-c4cc(OC)c(OC)c(OC)c4)n3c2)cc(OC)c1OC,1.2
COc1ccc([C@H]2CN(c3ccccc3)C(=O)[C@@H]2CC(=O)Nc2ccccc2)cc1,0.3
COc1ccc(CNC(=O)C2CCN(S(=O)(=O)c3ccc4nc5c(c(C(=O)O)c4c3)CCCC5)CC2)cc1,-2.2
Cn1c(NCCc2ccncc2)nc2cc(-c3cccc(C(F)(F)F)c3)sc2c1=O,0.3

# These rows are one share of the data, so the mix of outcomes need not match the whole.
